SW480 rerep – induces DNA re-replication in SW480 colon adenocarcinoma cells; 340,000 compounds, 1.8% hits; SW480 DNA re-replication, Hoechst DNA content imaging, 48 h; Potency, µM (titrated, usually from 46.1 µM), for inactives: at the top dose re-replication activation, hits mostly activators; note: potency is the fitted concentration of half-maximal effect; % of control where 0% means no effect; nearly all actives have a fitted effect of over 55% in size
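SW480 cells exposed to compounds for 48 hr at 37 C, 5% CO2, then Hoechst-stained 40 min. Nuclear DNA content imaged by fluorescence scanning (405 nm excitation, 500-530 nm emission); re-replication scored as increased high-intensity nuclei.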
HT1080-NT tox – kills 2HG-producing HT-1080-NT fibrosarcoma cells. HT-1080-NT fibrosarcoma viability, CellTiter-Glo ATP luminescence, 48 h. Potency, µM (titrated, usually from 46.1 µM), inactives show at the top dose activity, negative = less viability, actives largely listed as cytotoxic. 360,000 compounds, 1.6% hits. AID 686970;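 note: NT is the 2HG producing partner of a matched IDH1 knockdown line; potency is the fitted concentration of half-maximal effect; 0% = DMSO-treated cells and -100% = media-only wells without cells; nearly all actives have a fitted effect of over 55% in size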
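Viability by CellTiter-Glo luminescence after 48 h compound exposure at 37C of HT-1080-NT cells (750/well, RPMI, 5% FBS). % activity scaled between DMSO wells and medium-only wells, then curve-fitted and categorized by curve class.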
KB-3-1 tox – kills parental KB-3-1 adenocarcinoma cells; 400,000 compounds, 1.4% hits; Potency, µM (doses to about 46.1 µM), inactives show at the top dose activity change, negative = cytotoxic, most hits filed as cytotoxic; KB-3-1 viability, CellTiter-Glo ATP luminescence, 72 h; AID 1347075; note: potency is the fitted concentration of half-maximal effect; % is set by controls: 0 for no effect and ±100 for the full control effect; nearly all actives have a fitted effect of over 60% in size
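Here the drug-naive KB-3-1 line serves as comparator for MDR sub-line selectivity; cells received compound titrations, 72 h at 37 °C, then CellTiter-Glo readout.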
KB-V1 cytotox – kills drug-selected multidrug resistant KB-V1 cells | 400,000 compounds, 3.4% hits | KB-V1 MDR cells viability, CellTiter-Glo, 72 h | Potency, µM (doses to about 46.1 µM), for inactives: at the top dose activity change, negative = cytotoxicity, usual class: cytotoxic | AID 1347076; note: potency is the fitted concentration of half-maximal effect; % is set by controls: 0 for no effect and ±100 for the full control effect; nearly all actives have a fitted effect of over 60% in size
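Potencies derive from concentration-effect curves fitted to normalized luminescence (CellTiter-Glo) of KB-V1 cells treated for 72 h at 37 degrees C in phenol-red-free DMEM containing 10% FBS.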
MCF10A rerep – induces DNA re-replication in MCF 10a normal breast cells | MCF 10A DNA re-replication, Hoechst nuclear intensity, 48 h | Potency, µM (series often up to 46.1 µM), for the others: top-dose activity, positive = re-replication, usual class: activators | 350,000 compounds, 2.9% hits; note: potency is the fitted concentration of half-maximal effect; % of control where 0% means no effect; nearly all actives have a fitted effect of over 50% in size
IL1B secr inh – inflammasome signaling inhibition, IL-1 beta readout | THP-1 LPS/ATP IL-1B secretion, AlphaLISA, 16 h; active compounds read low | activity change, % at 57.5 µM | 360,000 compounds, 4.7% hits; in the data active = activity change below about -50%; inconclusive = mostly about -30% to -49%; note: % is set by controls: 0 for no effect and ±100 for the full control effect
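THP-1 cells pretreated 1 hr with compounds (up to 57.5 uM final), then stimulated with LPS (250 ng/mL final) plus ATP (1.25 mM final); secreted IL-1B measured by AlphaLISA after 16 hr, decreased signal indicating inhibition.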
HT1080 IDH1KD tx – toxicity to HT-1080 IDH1 knockdown cells (counter line) | HT-1080 IDH1 knockdown viability, ATP luminescence, 48 h | Potency, µM (series often up to 46.1 µM), inactives show at the highest dose activity, negative = toxicity, most hits filed as cytotoxic | 360,000 compounds, 2% hits | AID 686971;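 note: potency is the fitted concentration of half-maximal effect; 0% = DMSO wells and -100% = cell-free medium wells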
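Assay cells: HT-1080 with IDH1 knockdown, 750 per well, RPMI/5% FBS. Exposure: 48 h at 37 °C following 2 h pre-incubation. Read: CellTiter-Glo luminescence; fitted concentration-response, curve class assigned.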
ATXN2 expr inh – ATXN2 expression inhibition | HEK-293 ATXN2-luciferase reporter, luminescence, 24 h | 360,000 compounds, 0.72% hits | Potency, µM (doses to about 57 µM), inactives show at the highest dose activity change, negative = inhibition, actives largely listed as inhibitors; note: potency is the fitted concentration of half-maximal effect; % is set by controls: 0 for no effect and ±100 for the full control effect; nearly all actives have a fitted effect of over 55% in size
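qHTS (up to 57 uM final) was run with 24 h compound exposure of reporter cells at 37 °C. Each well was multiplexed: SteadyGlo luminescence measured ATXN2-luciferase expression after a fluorogenic Gly-Phe-AFC viability readout (25 uM final).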
WRN inhibitor – inhibitors of human WRN helicase; Potency, µM (titrated, usually from 114 µM), inactives show top-dose activity change, negative = inhibition, most hits filed as inhibitors; WRN helicase unwinding, fluorescent forked duplex, kinetic; 360,000 compounds, 0.46% hits; Q14191; AID 651768; note: potency is the fitted concentration of half-maximal effect; % is set by controls: 0 for no effect and ±100 for the full control effect; nearly all actives have a fitted effect of over 55% in size
Target sequence (Q14191 whole entry, looked up): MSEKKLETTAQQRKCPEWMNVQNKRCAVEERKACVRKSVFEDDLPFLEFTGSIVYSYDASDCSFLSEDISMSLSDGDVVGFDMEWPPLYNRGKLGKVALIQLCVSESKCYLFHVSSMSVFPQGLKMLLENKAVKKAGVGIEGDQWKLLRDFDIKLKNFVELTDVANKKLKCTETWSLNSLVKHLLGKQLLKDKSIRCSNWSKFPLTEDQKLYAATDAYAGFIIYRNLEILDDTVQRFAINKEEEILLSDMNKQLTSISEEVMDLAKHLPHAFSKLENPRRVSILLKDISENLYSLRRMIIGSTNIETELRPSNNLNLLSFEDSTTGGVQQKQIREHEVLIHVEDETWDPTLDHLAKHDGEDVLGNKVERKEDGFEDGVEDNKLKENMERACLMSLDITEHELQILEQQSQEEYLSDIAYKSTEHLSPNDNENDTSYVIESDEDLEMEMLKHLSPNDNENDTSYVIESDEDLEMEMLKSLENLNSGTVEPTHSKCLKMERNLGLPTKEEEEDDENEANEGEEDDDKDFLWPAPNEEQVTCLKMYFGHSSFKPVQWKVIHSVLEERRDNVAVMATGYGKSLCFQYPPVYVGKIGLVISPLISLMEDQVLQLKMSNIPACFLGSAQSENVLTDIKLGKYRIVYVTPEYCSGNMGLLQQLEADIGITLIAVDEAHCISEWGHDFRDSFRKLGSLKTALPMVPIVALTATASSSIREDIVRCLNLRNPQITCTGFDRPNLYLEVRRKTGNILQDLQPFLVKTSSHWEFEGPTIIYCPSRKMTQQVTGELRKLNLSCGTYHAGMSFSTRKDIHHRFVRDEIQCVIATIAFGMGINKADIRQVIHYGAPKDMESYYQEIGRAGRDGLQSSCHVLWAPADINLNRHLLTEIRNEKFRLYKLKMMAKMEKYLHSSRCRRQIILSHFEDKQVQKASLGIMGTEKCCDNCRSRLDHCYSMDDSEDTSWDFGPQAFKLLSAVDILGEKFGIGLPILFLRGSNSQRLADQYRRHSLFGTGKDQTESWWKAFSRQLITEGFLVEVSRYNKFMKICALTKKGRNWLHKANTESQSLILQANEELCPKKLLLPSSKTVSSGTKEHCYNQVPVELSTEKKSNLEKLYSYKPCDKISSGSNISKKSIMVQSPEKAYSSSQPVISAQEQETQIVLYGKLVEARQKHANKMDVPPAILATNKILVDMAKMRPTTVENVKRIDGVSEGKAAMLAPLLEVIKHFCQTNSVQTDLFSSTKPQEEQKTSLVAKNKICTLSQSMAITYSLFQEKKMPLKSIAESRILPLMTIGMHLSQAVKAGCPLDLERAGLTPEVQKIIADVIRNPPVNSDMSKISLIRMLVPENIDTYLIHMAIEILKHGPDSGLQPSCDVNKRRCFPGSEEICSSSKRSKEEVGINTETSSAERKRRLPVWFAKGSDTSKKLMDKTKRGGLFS
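Screening of the MLSMR collection measured strand separation of a quenched forked DNA duplex (100 nM) by 20 nM WRN with 2 mM ATP, all final. Compounds were preincubated with enzyme 15 min at room temperature.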
Numbers without * were called inactive; ? = inconclusive; nt = not tested or not shown; & = joins results of further samples; [ ] = remark or other dose. Unless noted, calls come from the whole dose curve; as a rule, active = well fitted curve in the direction sought with a large enough effect; inconclusive = small, poorly fitted or top-dose-only effect, or another doubt; inactive = no such curve, though single readings can be large; an effect the other way counts as inactive or inconclusive.

entry | SMILES | ATXN2 expr inh | MCF10A rerep | HT1080-NT tox | IL1B secr inh | WRN inhibitor
1 | Cc1cc(/C=C2\SC(=S)NC2=O)c(C)n1C | 12% | -11% | -3% | 7 | ?
2 | CCOc1cc(/C=N/N2CCN(Cc3ccccc3)CC2)ccc1O | -4% | ? | -1% | 21 | -7%
3 | COc1nsnc1NS(=O)(=O)c1ccc(NC(=S)NC(=O)c2cccnc2)cc1 | 4% | -1% | -6% | 27 | -6%
4 | CCn1ccnc1CN1CCN(CC=C(C)C)C(CCO)C1 (stereo not given) | nt | 0% | -1% | -6 | -1%
5 | COc1ccc(OC)c(NC(=O)N[C@H](Cc2ccccc2)C(=O)NN)c1 | 4% | -2% | -18% | -13 | -10%
6 | Cn1nnnc1SCC(=O)Nc1cc(S(=O)(=O)N2CCCC2)ccc1Cl | -12% | ? | 4% | -6 | 6%
7 | O=C(NNC(=O)c1ccc(S(=O)(=O)N2CCCCC2)cc1)c1ccccc1 | -6% | -1% | 6% | 9 | 3%
8 | Cc1cc(NC(=O)C(C)N2C(=O)c3ccccc3S2(=O)=O)no1 (stereo not given) | 0% | 1% | 0% | 5 | 9%
9 | CCCCNc1cc(C)nc(N2CCOCC2)n1 | 0% | -1% | 0% | 32 | -19%[57.1 µM]
10 | O=C(NCC(c1ccco1)N1CCN(c2ccccc2)CC1)C(=O)NC1CC1 (stereo not given) | 2% | -3% | 4% | -7 | 7%

entry | KB-3-1 tox | HT1080 IDH1KD tx | KB-V1 cytotox | SW480 rerep
1 | -12% | 5% | 0% | 2%
2 | ? | 1% | 30% | 12%
3 | -2% | -2% | 0% | -1%
4 | -4% | 0% | ? | ?
5 | 18% | -11% | 0% | -7%
6 | -3% | 6% | -19% | 3%
7 | 22% | 10% | -7% | -1%
8 | -11% | -1% | -1% | -2%
9 | -3% | 1% | -20% | -12%
10 | ? | 3% | ? | -7%

More results follow:
entry | SMILES | ATXN2 expr inh | MCF10A rerep | HT1080-NT tox | IL1B secr inh | WRN inhibitor
11 | CN(C)c1ccc(C(=O)OCc2ccccc2)cc1 | 51%[activator] | 4% | 20% | -12 | -11%
12 | CCn1c(COc2cccc(OC)c2)nnc1SCC(=O)NCC1CCCO1 (stereo not given) | 0% | -1% | 22% | 9 | -5%
13 | COc1ccc(NC(=O)c2nc(C)c(C3(C)CC(c4ccccc4)=NO3)s2)cc1 (stereo not given) | 7% | 3.7µM* | ? | 54 | -3%
14 | CCNC(=O)COC(=O)/C=C/c1cccc([N+](=O)[O-])c1 | -12% | 1%[9.22 µM] | 13% | -20 | 1%
15 | COc1ccc(N(CC(=O)Nc2ccccc2C(=O)N2CCOCC2)S(=O)(=O)c2ccc(F)cc2)cc1 | 4% | 1% | 18% | 0 | -9%
16 | Cc1ccc(SCc2cc(-c3ccc(Cl)cc3)on2)cc1 | -15% | 0% | -1% | -6 | -16%
17 | O=c1c(S(=O)(=O)c2ccc(Cl)cc2)cn(Cc2ccccc2F)c2ccc(F)cc12 | -3% | 0% | -19% | -12 | 3%
18 | N#Cc1c(NC(=S)NC(=O)c2ccccc2)sc2c1CCC2 | 48%[activator] | ? | 19% | 0 | -8%
19 | O=C(/C(=N\Nc1ccc([N+](=O)[O-])cc1)Sc1nnnn1-c1ccccc1)c1ccccc1 | -32% | ? | ? | 0 | -12%
20 | O=C(COC(=O)c1ccccc1Nc1ccc(SC(F)F)cc1)NCc1ccco1 | 28% | ? | -11% | -7 | 3%

entry | KB-3-1 tox | HT1080 IDH1KD tx | KB-V1 cytotox | SW480 rerep
11 | 9% | 1% | -7% | -33%[inhibitor]
12 | 1% | 4% | 12% | -11%
13 | 4.6µM* | ? | ? | 4.6µM*
14 | 12% | 14% | -1% | ?
15 | -2% | 14% | ? | 0%
16 | 3% | 7% | 4% | -1%
17 | -3% | -4% | -2% | 3%
18 | 30% | 18% | 3% | nt
19 | 28% | 23µM* | 16µM* | 6%
20 | -12% | ? | 0% | 3%

New compounds follow:
entry | SMILES | ATXN2 expr inh | MCF10A rerep | HT1080-NT tox | IL1B secr inh | WRN inhibitor
21 | O=C(COC(=O)Cc1ccc(S(=O)(=O)N2CCOCC2)s1)Nc1ccc([N+](=O)[O-])cc1 | nt | -1% | -2% | -10 | -12%
22 | O=c1c2ccccc2nc(SCc2cccc(F)c2)n1C1CCCC1 | -2% | 18µM* | 0% | 37 | -8%
23 | Cc1cc2ccccn2c1C(=O)c1ccc(NN)c([N+](=O)[O-])c1 | 1%[11.3 µM] | ? | ? | ? | -6%
24 | Clc1ccccc1CSc1nnc(-c2ccco2)c(-c2ccco2)n1 | 1% | 18µM* | -3% | -5 | 50µM*
25 | CCOc1ccc(NC(=O)CN(C2CCCCC2)S(C)(=O)=O)cc1 | 2% | -2% | 2% | 13 | 2%
26 | CCC1CCCCN1S(=O)(=O)c1ccc(S(=O)(=O)N2CCN(S(=O)(=O)CC)CC2)cc1 (stereo not given) | -19% | ? | ? | -6 | 2%
27 | Nc1ccc2nc(CCCCCCCCc3nc4ccc(N)cc4[nH]3)[nH]c2c1 | -21% | 2.3µM* | -4% | ? | 2%
28 | CCc1ccccc1NC(=O)c1nnn(CC(=O)Nc2cccc(C)c2C)c1N | -11% | 2% | -22% | 12 | 2%
29 | N#Cc1cnn2cc(-c3ncc(C(F)(F)F)cc3Cl)cnc12 | 2% | 4% | 23% | -26 | 2%
30 | O=C(Cn1ncnn1)OCc1ccccc1Cl | 7% | -1% | 17% | 46 | -4%

entry | KB-3-1 tox | HT1080 IDH1KD tx | KB-V1 cytotox | SW480 rerep
21 | 2% | 0% | 3% | -1%
22 | -20% | 4% | ? | 11%
23 | 0% | ? | -7% | ?
24 | -6% | -7% | 21µM* | 1%
25 | ? | -5% | -18% | 8%
26 | ? | ? | ? | ?
27 | 2% | 0% | 0% | 0%
28 | 26% | -4% | 4% | -1%
29 | 2% | 5% | -28% | -7%
30 | 8% | 17% | 6% | -4%

In the list so far, 9 contain a halogen.
entry | SMILES | ATXN2 expr inh | MCF10A rerep | HT1080-NT tox | IL1B secr inh | WRN inhibitor
6 | Cn1nnnc1SCC(=O)Nc1cc(S(=O)(=O)N2CCCC2)ccc1Cl | -12% | ? | 4% | -6 | 6%
15 | COc1ccc(N(CC(=O)Nc2ccccc2C(=O)N2CCOCC2)S(=O)(=O)c2ccc(F)cc2)cc1 | 4% | 1% | 18% | 0 | -9%
16 | Cc1ccc(SCc2cc(-c3ccc(Cl)cc3)on2)cc1 | -15% | 0% | -1% | -6 | -16%
17 | O=c1c(S(=O)(=O)c2ccc(Cl)cc2)cn(Cc2ccccc2F)c2ccc(F)cc12 | -3% | 0% | -19% | -12 | 3%
20 | O=C(COC(=O)c1ccccc1Nc1ccc(SC(F)F)cc1)NCc1ccco1 | 28% | ? | -11% | -7 | 3%
22 | O=c1c2ccccc2nc(SCc2cccc(F)c2)n1C1CCCC1 | -2% | 18µM* | 0% | 37 | -8%
24 | Clc1ccccc1CSc1nnc(-c2ccco2)c(-c2ccco2)n1 | 1% | 18µM* | -3% | -5 | 50µM*
29 | N#Cc1cnn2cc(-c3ncc(C(F)(F)F)cc3Cl)cnc12 | 2% | 4% | 23% | -26 | 2%
30 | O=C(Cn1ncnn1)OCc1ccccc1Cl | 7% | -1% | 17% | 46 | -4%

entry | KB-3-1 tox | HT1080 IDH1KD tx | KB-V1 cytotox | SW480 rerep
6 | -3% | 6% | -19% | 3%
15 | -2% | 14% | ? | 0%
16 | 3% | 7% | 4% | -1%
17 | -3% | -4% | -2% | 3%
20 | -12% | ? | 0% | 3%
22 | -20% | 4% | ? | 11%
24 | -6% | -7% | 21µM* | 1%
29 | 2% | 5% | -28% | -7%
30 | 8% | 17% | 6% | -4%

(continued)
entry | SMILES | ATXN2 expr inh | MCF10A rerep | HT1080-NT tox | IL1B secr inh | WRN inhibitor
31 | COc1cccc(/C=C(\C)C(=O)c2c(C)cc(C)[nH]c2=O)c1OC | 10% | -16% | 9% | -2 | 1%
32 | CCCC/C=C/C(NC(=O)c1ccc(-c2ccccc2)cc1)c1ccccc1 (stereo not given) | 4% | 10% | ? | 5 | -4%
33 | O=C(CSc1nc(O)cc(=O)[nH]1)N1c2ccccc2Sc2ccccc21 | -34% | 6% | 9% | -8 | -12%
34 | COc1ccc(NC(=O)C(NC(=O)CNC(C)=O)c2ccc(C)cc2)cc1 (stereo not given) | 14% | -3% | 7% | 15 | 1%
35 | COc1ccccc1C1C(C(=O)c2ccco2)=C(O)C(=O)N1c1cc(C)on1 (stereo not given) | -18% | 4% | -5% | 8 | -18%
36 | CN(C)S(=O)(=O)c1ccc(S(=O)(=O)Nc2ccc3c(c2)oc2ccccc23)cc1 | -5% | 0% | ? | 21 | -14%
37 | CSc1ccc(/C=N/Nc2nc(C)cc(=O)[nH]2)cc1 | 10% | 10% | 0% | -18 | -18%
38 | COc1cc(OC)cc(C(=O)NCC(=O)Nc2ccc(-c3ccccc3)cc2)c1 | 18% | 4.6µM* | 2.9µM* | 39 | 0%
39 | COc1ccc(Cc2c(O)nc(SCC(=O)NC34CC5CC(CC(C5)C3)C4)[nH]c2=O)cc1 | -7%&-19% | -9%&5% | -1%&-1% | 1&-9 | -11%
40 | Cc1cccc(C)c1NC(=O)CNC(=O)CCCN1C(=O)c2cccc3cccc(c23)C1=O | 6% | 13% | ? | 0 | -3%

entry | KB-3-1 tox | HT1080 IDH1KD tx | KB-V1 cytotox | SW480 rerep
31 | 2% | 0% | 4% | -9%
32 | -15% | ? | 5% | 1%
33 | 3% | 0% | 10% | -5%
34 | 8% | -1% | 4% | -6%
35 | nt | -8% | nt | -4%
36 | -1% | ? | ? | -6%
37 | -1% | 1% | -24% | -3%
38 | ? | 5.8µM* | 0% | 8.2µM*
39 | 14%&19% | 10%&0% | 0%&11% | 1%&-1%
40 | 5% | -6% | 0% | 2%
